MBD2 inh – blocks human MBD2 binding to methylated DNA. AID 686964. TR-FRET, MBD2 binding to methylated oligonucleotide. inhibition, % at 4.4 µM. 370,000 tested, 0.31% active; in the data active = inhibition above about 13%
Target sequence (Q9UBB5 whole entry, looked up): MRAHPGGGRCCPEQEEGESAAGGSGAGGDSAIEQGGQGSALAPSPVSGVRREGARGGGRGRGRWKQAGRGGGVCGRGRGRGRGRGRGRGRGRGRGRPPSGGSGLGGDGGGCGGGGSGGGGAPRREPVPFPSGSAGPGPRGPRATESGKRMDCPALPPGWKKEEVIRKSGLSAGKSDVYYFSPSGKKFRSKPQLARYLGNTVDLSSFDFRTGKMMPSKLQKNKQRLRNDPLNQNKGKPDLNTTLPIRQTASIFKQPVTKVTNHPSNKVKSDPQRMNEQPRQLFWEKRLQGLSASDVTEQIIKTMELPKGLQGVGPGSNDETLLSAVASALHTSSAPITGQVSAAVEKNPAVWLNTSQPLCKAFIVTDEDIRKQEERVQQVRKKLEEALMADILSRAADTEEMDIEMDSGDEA
TDP2 absorb – blocks human TDP2 phosphodiesterase activity. inhibition, % at 12.8 µM. 370,000 tested, 0.34% active. recombinant TDP2, T5PNP hydrolysis, p-nitrophenol absorbance 415 nm;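 active = inhibition above the mean of all tested compounds plus 3 SD, set per campaign, cut at about 25% in these data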;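 also: 0% = DMSO with enzyme and 100% = buffer with substrate but no TDP2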
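System – recombinant human TDP2 · Quantity – TDP2 enzyme at 120 nM final · Doses – single concentration, 12.8 µM nominal, with 1% DMSO · Incubation – 2 h at 37 °C · Measured by – epi absorbance of p-nitrophenol freed from T5PNP by hydrolysis · Read-out – % inhibition relative to enzyme-containing and enzyme-free wells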
HTRA1 inhibitor – inhibitors of human serine peptidase HTRA1 | AID 504803 | recombinant HTRA1, FP-rhodamine activity-based probe, fluorescence polarization | Q92743 | 340,000 tested, 0.5% active | inhibition, % at 5.96 µM; in the data active = inhibition above about 36%;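 also: 0% = enzyme with DMSO and 100% = wells lacking enzyme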
rCAG RNA binder – r(CAG) repeat RNA binding | TO-PRO-1 dye displacement fluorescence | inhibition, % at 3 µM | 370,000 tested, 1.3% active;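 active = inhibition above the plate cutoff, the mean of all test compounds on that plate plus 3 SD, cut at about 35% in these data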;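 also: 0% = DMSO alone and 100% = 100 µM mitoxantrone as full dye displacement; higher means more dye released from RNA so lower well fluorescence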
LEDGF integ inh – blocks HIV-1 LEDGF/p75-dependent DNA integration; 370,000 tested, 0.64% active; inhibition, % at 3.7 µM; AID 743269; TR-FRET IN-LEDGF/p75 DNA integration, Eu/Cy5;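 active = inhibition above the screen-wide mean plus 3 SD, cut at about 13% in these data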;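 also: signal is the Cy5 over europium emission ratio at 671 and 618 nm; 0% = plate median of compound wells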
SIAE inh – inhibitors of human sialic acid acetylesterase SIAE | 370,000 tested, 0.69% active | SIAE FP-Rh probe binding, fluorescence polarization | AID 1053197 | Q9HAT2 | inhibition, % at 9.66 µM;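 active = inhibition above a cutoff: mean of compounds within the control limits plus 3 SD of those, cut at about 17% in these data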;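 also: 0% = plate median of compound wells and 100% = probe without SIAE protein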
ABHD4 inh – inhibits mouse alpha/beta hydrolase domain 4; AID 720543; purified mABHD4, FP-Rh probe fluorescence polarization; inhibition, % at 8.92 µM; 370,000 tested, 0.54% active;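 active = inhibition exceeding the mean over every tested compound plus 3 SD, cut at about 30% in these data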;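 also: 0% = plate median of compound wells and 100% = S159A mutant with DMSO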
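Test system: mABHD4 protein; Read-out basis: % inhibition; Incubation: 45 min + 60 min at 25 °C; Repeats: single replicate; Technique: fluorescence polarization with parallel and perpendicular emission, 525/598 nm; Compound: 8.92 µM, single dose; Benchmarks: full inhibition S159A mutant plus DMSO, zero as sample-well median.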
TCR-CD3 inh – human TCR-CD3 binding inhibition. TAMRA-labeled TCR probe fluorescence, biochemical. 360,000 tested, 0.37% active. AID 651800. inhibition, % at 9.4 µM; in the data active = inhibition above about 19%;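 also: recombinant mutant TCR 2C K166C tagged with TAMRA read by polarization; 0% = receptor in buffer alone and 100% = receptor with positive control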
PRMT1 FP inh – blocks human protein arginine methyltransferase 1; 370,000 tested, 1.3% active; Q99873; inhibition, % at 2.79 µM; recombinant PRMT1, activity-based probe fluorescence polarization;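 active = inhibition above about 21% made by adding two undisclosed values, limit read from the data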
Target sequence (Q99873 whole entry, looked up): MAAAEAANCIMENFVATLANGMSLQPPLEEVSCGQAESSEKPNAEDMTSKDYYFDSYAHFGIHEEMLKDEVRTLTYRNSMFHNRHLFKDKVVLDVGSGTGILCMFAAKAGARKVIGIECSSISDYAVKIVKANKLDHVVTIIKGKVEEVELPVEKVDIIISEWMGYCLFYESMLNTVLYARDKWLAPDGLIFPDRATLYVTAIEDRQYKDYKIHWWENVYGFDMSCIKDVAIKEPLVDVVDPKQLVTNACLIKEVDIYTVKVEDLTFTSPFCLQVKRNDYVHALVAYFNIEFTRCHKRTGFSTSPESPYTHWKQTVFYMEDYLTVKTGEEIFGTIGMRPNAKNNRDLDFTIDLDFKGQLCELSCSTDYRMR
GC-B act – GC-B (human) receptor activation; activation, % at 10 µM; 370,000 tested, 0.11% active; P20594; HEK293-GC-B cells, CNP EC30, cGMP TR-FRET; 0% at EC30 CNP, 100% saturating CNP; AID 1920062;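 active = activation at 10 µM reaching about 35% in either raw or pattern-adjusted values, limit read from the data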
The depositor's hits bear a star; nt = no result given. Some of the compounds tested. The share of hits here may be higher or lower than overall.

Each structure is followed by: MBD2 inh | TDP2 absorb | HTRA1 inhibitor | rCAG RNA binder | LEDGF integ inh | SIAE inh | ABHD4 inh | TCR-CD3 inh | PRMT1 FP inh | GC-B act
Cc1cc(NC(=O)CCC(=O)N(c2ccc(F)cc2)C2(C(=O)NC3CCCCC3)CCCC2)no1
 : -3 | -16 | -12 | -10 | 0 | 4 | 11 | 2 | 0 | 7
COc1ccc(C(=O)O)cc1NC(=S)NC(=O)CSc1ccc(Cl)cc1
 : -8 | -1 | -1 | 32 | 2 | -2 | -18 | 5 | -4 | -7
O=C(CN(C(=O)CNS(=O)(=O)c1ccccc1)c1ccc2c(c1)OCCO2)NCc1ccco1
 : -2 | 6 | -4 | -3 | 10 | 3 | -1 | -4 | 0 | 1
Cc1ccc(Cl)cc1N1CCN(C(=O)COc2ccc3c(c2)CCC3)CC1
 : 7 | -2 | -38 | 1 | 1 | -12 | -4 | -5 | 4 | -3
O=C1CC[C@@H](OCc2ccccc2)CCN1CC[C@H](Sc1ccccc1)c1ccccc1
 : 0 | -7 | -45 | -4 | 1 | -4 | -2 | 4 | 1 | 0
Cc1cccn2c(=O)c(C=Nc3ccccc3)c(NCCO)nc12
 : -3 | -2 | 1 | 1 | -3 | -2 | 1 | -4 | -1 | 0
Cc1cc(C)c[n+](C(C)C(=O)c2ccc(-c3ccccc3)cc2)c1 (centres undefined)
 : 0 | -3 | -2 | 6 | -4 | 0 | -2 | -1 | 2 | 1
Cc1ccc(S(=O)(=O)N2CCN(C(=O)COC(=O)c3cc(C)oc3C)CC2)cc1
 : -1 | 6 | 2 | -5 | -1 | 3 | 3 | 2 | -4 | -1
CNC(=S)NCC(O)c1ccc([N+](=O)[O-])cc1 (centres undefined)
 : -3 | 4 | 4 | -3 | -3 | -1 | 0 | 5 | -3 | 4
O=C(c1ccco1)N1C(=O)c2cccc3c(S(=O)(=O)N4CCCC4)ccc1c23
 : -6 | -4 | 3 | 5 | 0 | 1 | 1 | 5 | -2 | 1
Cc1ccc(S(=O)(=O)c2nc(-c3cccs3)oc2NCCCN(C)C)cc1
 : -1 | 10 | -1 | 1 | 4 | 1 | 0 | 3 | -2 | 7
COc1cccc2sc(Nc3nnc(-c4ccccc4Cl)o3)nc12
 : 0 | 4 | 9 | 46* | 5 | -9 | 2 | 3 | -9 | -2
O=C(NCCc1cccs1)C1CC1
 : -6 | -16 | 6 | 2 | 3 | 2 | -2 | 4 | -6 | -2
COc1ccc(-c2nc3c(c4nnc(SC(C)C(=O)Nc5ccccc5)n24)COC(C)(C)C3)cc1 (centres undefined)
 : 11 | 5 | 1 | -1 | -5 | -1 | -16 | -5 | 4 | -3
CSc1nc2c(cc1C#N)CCCCC2
 : -5 | -6 | 1 | 0 | 3 | 1 | 4 | 1 | -2 | 3
CN(c1ccc(Cl)cc1)c1cc2c(c3c1ccn3C)C1CCC2C1 (centres undefined)
 : 0 | 8 | nt | 2 | -1 | 7 | 6 | 0 | 2 | -3
CCCCCc1c(O)nc(SCCN(CC)CC)[nH]c1=O
 : 2 | -6 | 1 | 1 | -2 | 0 | 3 | 3 | 10 | 1
Nc1nnc(-c2cccc([N+](=O)[O-])c2)s1
 : 1 | 5 | nt | -2 | -2 | -4 | 6 | -5 | 1 | 4
O=C(CCc1ccccc1)NC1(Cc2ccccc2)CCN(CCCc2ccccc2)C1=O (centres undefined)
 : 0 | -14 | -15 | -11 | 0 | 4 | -38 | 4 | 0 | 1
Cc1cc(C)cc(NC(=S)NCc2ccc(F)cc2)c1
 : -2 | 2 | -11 | -3 | -3 | 2 | 0 | 7 | -2 | -3
O=C(CCCc1ccccc1)NCCS(=O)(=O)N1CCN(c2ccc(F)cc2)CC1
 : -1 | -10 | 7 | -3 | 0 | -5 | 4 | 6 | 1 | -1
Cc1c(C(=O)NC(C)CN2CCCCC2)oc2ccccc12 (centres undefined)
 : -3 | -7 | -1 | -2 | -2 | 3 | 8 | 2 | -1 | -1
CC(=O)NC(C)(c1ccccc1)c1nc(-c2cccc(C#N)c2)cs1 (centres undefined)
 : -4 | 2 | nt | 0 | 14* | -1 | 3 | 4 | -2 | 4
O=C(COC(=O)c1ccc(Cl)c([N+](=O)[O-])c1)Nc1ccccc1OC(F)F
 : -6 | 3 | -11 | 2 | -1 | 1 | -4 | -2 | -2 | -4
COc1ccc(/C=C2\C(=N)N3N=C(CC(=O)N4CCOCC4)SC3=NC2=O)cc1
 : -4 | 10 | 0 | 13 | 6 | 7 | 2 | 1 | 2 | -1
COc1c(C)c2c(c(O)c1C/C=C(\C)CCC(=O)O)C(=O)OC2
 : -4 | -6 | 3 | -1 | 0 | 4 | -5 | 5 | -2 | 4
O=C(NCCOc1ccccc1)c1ccccc1NC(=O)C1CCCO1 (centres undefined)
 : 5 | -2 | -2 | -5 | -2 | -2 | 10 | -1 | 6 | 6
CCC(C)(C)NC(=O)C(c1ccc(C)cc1)N(CC1CCCO1)C(=O)CNC(=O)c1cccs1 (centres undefined)
 : -5 | 2 | -7 | -9 | 1 | 1 | 0 | -7 | -4 | -3
COc1ccc(NC(=O)c2ccccc2Cl)cc1NC(=O)CN1CCOCC1
 : 3 | 2 | 4 | -2 | 0 | -3 | -4 | -2 | -1 | 0
COc1ccc(C2CC(=O)N3CN(c4ccccc4F)CSC3=C2C#N)cc1OC (centres undefined)
 : 0 | 7 | -4 | 12 | 1 | 5 | 8 | 0 | 19 | -9
O=C(CSc1nncc2ccccc12)N1CCOCC1
 : 2 | 6 | 5 | -1 | -3 | 6 | 17 | -2 | 5 | -1
COc1ccc(S(=O)(=O)N2CCC(NC(=O)c3cccc(F)c3)CC2)cc1
 : 2 | 7 | -5 | -2 | -1 | 3 | 2 | -3 | -2 | 5
Cc1ccc(C(=O)CN2C(=O)NC3(CCc4ccccc43)C2=O)c(C)c1 (centres undefined)
 : 5 | -11 | -5 | -4 | -2 | -4 | 7 | 6 | -2 | 2
O=S(=O)(c1cccc2c(S(=O)(=O)N3CCCC3)cccc12)N1CCCC1
 : 8 | -10 | 1 | 1 | -4 | -3 | -12 | -6 | 4 | 7
CCCCNc1cccc2c1S(=O)(=O)N[C@H](CC(C)C)CO2
 : 4 | 1 | nt | -1 | 5 | 17 | -7 | -3 | 0 | -2
COc1ccc(C(C)(NC(C)=O)c2nc(-c3ccc(S(C)(=O)=O)cc3)cs2)cc1 (centres undefined)
 : 2 | 4 | nt | 0 | -2 | -4 | 4 | -2 | -4 | -3
Cc1ccccc1C(O)c1cccnc1 (centres undefined)
 : 1 | 3 | 3 | 1 | -2 | 1 | 6 | 3 | -2 | -1
COc1ccccc1N1CCN(C2CC(=O)N(C)C2=O)CC1 (centres undefined)
 : 1 | 10 | 0 | -2 | -7 | -2 | 2 | -7 | 4 | 3
Cc1cc(C(C)(C)C)oc1C(=O)N(CC(=O)NC1CCCC1)c1c(C)cccc1C
 : 3 | -10 | -37 | -11 | 1 | 2 | -8 | 0 | 3 | 0
O=C(CSc1n[nH]c(=O)[nH]c1=O)N1CCCCCC1
 : 9 | -14 | 3 | -2 | 2 | -12 | -8 | -7 | 10 | -2
COc1ccc(C2(CNC(=O)CCC(=O)O)CCCC2)cc1OC
 : -4 | -8 | -2 | -1 | 4 | 7 | -8 | 1 | -2 | 3
CCCCN(CCCNC(=O)c1ccc2nc(N3CCOCC3)sc2c1)Cc1ccccc1
 : -2 | -7 | -12 | -12 | -1 | -3 | 1 | 1 | 0 | 0
Brc1ccccc1/C=N/Nc1ccc2ccccc2n1
 : 2 | 5 | -17 | 10 | 1 | 4 | 15 | -3 | 0 | -6
CC(C)Cn1c(N)c(C(=O)CSc2ncnc3sc4c(c23)CCCC4)c(=O)n(C)c1=O
 : -7 | 6 | 0 | 2 | -2 | 0 | 3 | -3 | 2 | 6
COC(=O)[C@H](CCSC)NC(=O)NCc1ccc(S(N)(=O)=O)cc1
 : 3 | 9 | -3 | 2 | 1 | 0 | 4 | 1 | 0 | 7
N#CCCN1C(=O)C2(OCCO2)c2ccccc21
 : 0 | 0 | 1 | 6 | 4 | 2 | -1 | -8 | -4 | 3
Cc1ccc2c(CSc3nnc4ccccn34)cc(=O)oc2c1C
 : 0 | -4 | -3 | 0 | 3 | -9 | 0 | 4 | 1 | -3

Laid out differently: 10 of the compounds above
structure	MBD2 inh	TDP2 absorb	HTRA1 inhibitor	rCAG RNA binder	LEDGF integ inh	SIAE inh	ABHD4 inh	TCR-CD3 inh	PRMT1 FP inh	GC-B act
O=C(CSc1nncc2ccccc12)N1CCOCC1	2	6	5	-1	-3	6	17	-2	5	-1
COc1ccc(S(=O)(=O)N2CCC(NC(=O)c3cccc(F)c3)CC2)cc1	2	7	-5	-2	-1	3	2	-3	-2	5
Cc1ccc(C(=O)CN2C(=O)NC3(CCc4ccccc43)C2=O)c(C)c1 (centres undefined)	5	-11	-5	-4	-2	-4	7	6	-2	2
O=S(=O)(c1cccc2c(S(=O)(=O)N3CCCC3)cccc12)N1CCCC1	8	-10	1	1	-4	-3	-12	-6	4	7
CCCCNc1cccc2c1S(=O)(=O)N[C@H](CC(C)C)CO2	4	1	nt	-1	5	17	-7	-3	0	-2
COc1ccc(C(C)(NC(C)=O)c2nc(-c3ccc(S(C)(=O)=O)cc3)cs2)cc1 (centres undefined)	2	4	nt	0	-2	-4	4	-2	-4	-3
Cc1ccccc1C(O)c1cccnc1 (centres undefined)	1	3	3	1	-2	1	6	3	-2	-1
COc1ccccc1N1CCN(C2CC(=O)N(C)C2=O)CC1 (centres undefined)	1	10	0	-2	-7	-2	2	-7	4	3
Cc1cc(C(C)(C)C)oc1C(=O)N(CC(=O)NC1CCCC1)c1c(C)cccc1C	3	-10	-37	-11	1	2	-8	0	3	0
O=C(CSc1n[nH]c(=O)[nH]c1=O)N1CCCCCC1	9	-14	3	-2	2	-12	-8	-7	10	-2

Screening data deposited in PubChem by several laboratories.
